# PGC1a acetyl inh: modulators of PGC1a acetylation. inhibition, % at 15.6 µM. AID 651687. U2OS PGC1a acetylation, AlphaScreen anti-acetyl-lysine; with virally co-expressed GCN5 acetyltransferase. hit rate 0.17% among 350,000;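 active = every replicate shows inhibition of at least 40%; inconclusive = mean inhibition at least 40% but some replicate below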;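 note: 0% = neutral control wells and 100% = positive control wells; some results beyond the cut were filed as inactive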
# PglD DTNB: inhibitors of Campylobacter jejuni PglD acetyltransferase | purified PglD enzyme, DTNB colorimetric CoA detection | inhibition, % at 12.5 µM | hit rate 0.098% among 360,000 | AID 602405; in the data active = inhibition above about 16%, passing the limit was not always enough; inconclusive = no clear call, values can overlap the other calls; note: strong numbers were not always called active
# Numbers without * were called inactive; ? = inconclusive. These rows are one share of the data, so the mix of outcomes need not match the whole.
SMILES,PGC1a acetyl inh,PglD DTNB
CCOC(=O)c1cnc(SCC(=O)Nc2ccc3c(c2)OCCO3)nc1N,0.2,-0.8
COc1ccc(N2C(N)=NC(N)=NC23CCCC3)cc1,11.0,0.0
COc1ccc(/C=N/NS(=O)(=O)c2ccccc2)cc1OC(=O)c1ccc(C)cc1,11.4,3.0
COc1ccc2[nH]c(=O)c(CN(CCCN(C)C)C(=O)Nc3ccccc3)cc2c1,-5.9,-5.9
CC1CCc2sc3nc(N4CCN(CCO)CC4)n4ncnc4c3c2C1 (configuration not stated),-13.2,-2.3
CC(=O)OCP(C)(=O)COC(C)=O,3.8,-3.4
O=C(C1CCCO1)N1CCN(S(=O)(=O)c2cccc3nsnc23)CC1 (configuration not stated),5.2,5.4
O=C1NC(Nc2nccs2)(C(F)(F)F)C(=O)N1CCc1ccccc1 (configuration not stated),-57.9,-1.2
CC1=NN2C(=N)/C(=C\c3ccc(SCc4ccccc4)o3)C(=O)N=C2S1,-15.1,0.9
Cc1cc(N2CCCC2)nc(SCC(=O)c2ccccc2)n1,-5.9,7.0
CCOc1ccc(C(=O)Nc2cccc(-c3cc4ccccc4oc3=O)c2)cc1[N+](=O)[O-],-4.7,3.6
CC(=O)N1CCc2cc(S(=O)(=O)N3CCc4ccccc4C3)ccc21,-3.2,-0.3
Cc1nnc(SCC(=O)N/N=C/c2cn(-c3ccccc3)nc2-c2ccccc2)n1-c1ccccc1,3.2,8.1
CCOc1ccccc1NC(=O)Cn1c(=O)c2ccccc2n(CC)c1=O,-7.3,0.0
Cn1nnc(NC(=O)c2ccc3ccccc3c2)n1,-6.9,-0.9
CCOc1ccc(-c2nc(CSc3nnc(C)s3)cs2)cc1OC,4.3,0.5
Cc1cccc(N(CC(=O)N2CCCC2)S(=O)(=O)c2ccccc2)c1C,10.0,-3.1
Nc1cc(C(=O)N2CCCC2)cc(C(=O)N2CCCC2)c1,-6.6,-2.6
CCCCc1c(O)nc(SCC(=O)c2ccccc2)[nH]c1=O,-2.5,8.0
COc1ccc(N=Cc2nc(-c3ccco3)oc2O)cc1,-5.8,-25.0

# Brought forward from above: two entries; new compounds follow.
SMILES,PGC1a acetyl inh,PglD DTNB
CCCCc1c(O)nc(SCC(=O)c2ccccc2)[nH]c1=O,-2.5,8.0
COc1ccc(N=Cc2nc(-c3ccco3)oc2O)cc1,-5.8,-25.0
COc1ccc(CCn2c(N3CCN(Cc4ccccc4)CC3)nc3c2c(=O)[nH]c(=O)n3C)cc1,-6.1,-2.5
COc1ccc(-n2c(SCC#N)nnc2-c2ccc(NS(=O)(=O)c3ccc(C)cc3)cc2)cc1,-3.3,0.7
C=CCNC(=O)/C(=C\C=C\c1ccccc1)NC(=O)c1ccc(OCCCC)cc1,9.3,1.1
COc1ccc(NCc2nnc(SCC(=O)Nc3ccccc3OC)o2)cc1,-1.4,0.1
Cc1ccc(S(=O)(=O)NNc2nc3ccccc3nc2C(F)(F)F)cc1,-7.4,1.3
O=S(=O)(c1cccs1)N1CCc2ccccc21,-4.6,0.5
CC(C)Cn1c(N)c(C(=O)CSc2nnnn2C)c(=O)n(C)c1=O,3.5,-12.4
CC(CCc1ccccc1)NC(=O)C(=O)NCCO (configuration not stated),-2.9,-5.7
Cc1nc(CSc2ccc(Cl)cc2)cc(NCc2ccccc2)n1,12.3,0.3
COc1cc2c(cc1NC(=S)Nc1cccc3ccccc13)oc1ccccc12,-14.3,2.0
CC(=Nc1ccc(O)cc1)c1sc2ccccc2c1O,-0.9,1.8
O=C(Nc1ccc(Cl)cc1)c1cc2nc(-c3ccco3)cc(C(F)(F)F)n2n1,-5.6,2.4
CNC(=O)CSc1nc2nc(C)cc(C)n2n1,-6.8,2.8
CC(C)CCNC(=O)C(c1ccco1)N(Cc1cccs1)C(=O)Cn1nnc2ccccc21 (configuration not stated),-0.3,-19.1
O=C(O)CCSCC(=O)Nc1c(C(=O)C2CC2)oc2ccccc12,7.3,0.9
CCCCNCCCOc1cccc(Cl)c1,-12.4,-3.1
CCn1c(O)c(C(C#N)=C2N=c3ccccc3=N2)c2ccccc21,4.3,2.7
Cn1c(Cn2c(C(F)(F)F)nc3ccccc32)nc2ccccc21,6.0,-7.6
CCc1nc2ccccc2n1Cc1ccccc1OC,-1.4,3.7
COC(=O)c1sccc1NC(=O)Nc1cccc(Cl)c1Cl,4.6,7.6
COC1=CC(=O)c2ccccc2C1=O,21.6,-1.0
CCSC1=NC(C)(C)C=C(/C=C/c2ccc(Cl)cc2Cl)N1,-5.2,5.3
N#Cc1cc(-c2ccccc2)nnc1Oc1ccccc1Cl,9.4,0.8
CCOC(=O)CN1C(=O)C(=O)c2cc(C)ccc21,-20.4,4.0
N#Cc1c2c(c(Nc3ccccc3)n3c1nc1ccccc13)CCC2,-1.2,-2.5
COc1cccc(NC(=O)c2cnsn2)c1,-6.6,-2.4
NC(=O)c1ccc(NCc2ccco2)c([N+](=O)[O-])c1,-8.9,-4.5
COc1c(Cl)cc(C(=O)Nc2ccc(Cl)cn2)cc1Cl,1.5,-8.0
COCc1cc(C)nc(NCCc2ccccc2)c1C#N,-22.3,-2.7
COc1cccc(/C(O)=C2/C(=O)C(=O)N(CCN(C)C)C2c2ccccn2)c1 (configuration not stated),-1.6,1.6
Cc1nc2nc(CCc3ccccc3)nn2c(C)c1Cl,-0.3,-0.1
O=C(/C=C/c1ccc2c(c1)OCO2)NCCSCc1ccc(Cl)cc1,21.0,3.1
CC1(C)NC(=O)N(CC(O)COc2ccccc2C(=O)N2CCCCC2)C1=O (configuration not stated),42.5,1.2
O=C(CN1CCN(CCO)CC1)Nc1ccccc1,-1.0,3.4
CC(C)(C)c1cc(CCC(=O)NCc2ccncc2)cc(C(C)(C)C)c1O,-2.9,-2.8
CC1(C)CC(NC(=O)CCc2ccccc2)CC(C)(C)N1,-7.4,-8.2
O=c1[nH]c2ccc(S(=O)(=O)N3CCCCC3)cc2[nH]c1=O,-0.2,3.1
COc1ccc(S(=O)(=O)Nc2cc(C(=O)NC3CCCCCC3)ccc2N2CCOCC2)cc1,0.6,-4.0
CNCc1ccccc1Sc1ccc(OC)cc1,-16.0,5.4
CCCN(CCC)S(=O)(=O)c1ccc2c(c1)CCCN2C(C)=O,-3.9,2.5

# Taken from above.
# PGC1a acetyl inh result of CCOC(=O)CN1C(=O)C(=O)c2cc(C)ccc21 stands at -20.4
# PglD DTNB result of O=C(/C=C/c1ccc2c(c1)OCO2)NCCSCc1ccc(Cl)cc1 stands at 3.1
# PGC1a acetyl inh result of O=C(CN1CCN(CCO)CC1)Nc1ccccc1 stands at -1.0
# PglD DTNB result of COc1ccc(S(=O)(=O)Nc2cc(C(=O)NC3CCCCCC3)ccc2N2CCOCC2)cc1 stands at -4.0
# PGC1a acetyl inh result of COc1c(Cl)cc(C(=O)Nc2ccc(Cl)cn2)cc1Cl stands at 1.5
# PglD DTNB result of COCc1cc(C)nc(NCCc2ccccc2)c1C#N stands at -2.7
# PGC1a acetyl inh result of CC1(C)NC(=O)N(CC(O)COc2ccccc2C(=O)N2CCCCC2)C1=O (configuration not stated) stands at 42.5

# Carrying on:
SMILES,PGC1a acetyl inh,PglD DTNB
COc1ccc(-c2cc3nc(C)cc(N4CC(C)CC(C)C4)n3n2)cc1 (configuration not stated),0.1,1.1
Cc1ccc(CNC(=O)C(OC(=O)c2ccco2)C(C)C)cc1 (configuration not stated),-4.9,5.3
Cc1ccc(SCc2nc3ccccc3n2CC(=O)Nc2ccccc2)cc1,-5.4,1.4
CN(Cc1nc(-c2ccncc2)no1)S(=O)(=O)c1ccc(Br)cc1,-18.2,-1.7
N/C(=N\OC(=O)c1ccc(Cl)cc1)c1ccc(Cl)cc1,4.6,0.6
CN(C)CCCOC(=O)c1cc2ccccc2o1,2.0,-0.8
CC(C)[C@H](NC(=O)NCc1ccco1)C(=O)O,8.8,-2.1
COc1ccccc1NC(=O)CNC(=O)c1ccccc1,5.1,4.7
COc1cccc2cc(C(=O)N3CCCCC3C)c(=O)oc12 (configuration not stated),20.1,-1.1
NC(=O)C1CCC(NC(=O)OCc2ccccc2)CC1 (configuration not stated),15.5,2.5
O=S(=O)(c1ccc2ccccc2c1)N1CCCOC1,7.5,-2.3
Cc1nn(-c2nc3ccccc3s2)c(C)c1Oc1ccccc1O,-10.5,12.5
COc1ccc(OC)c(C2c3c(oc4ccccc4c3=O)C(=O)N2CCCN(C)C)c1 (configuration not stated),6.0,-2.6
COc1ccc(-n2c(Cc3cccn3C)nnc2SCC(=O)NCCc2ccccc2)cc1,0.6,-3.1
NC(=O)CN1CCCN(S(=O)(=O)c2ccc(Br)cc2)CC1,5.9,-5.5
O=C(NC1CCCC1)c1nc2c(nnn2Cc2cccc(Cl)c2)c(=O)[nH]1,3.6,0.0
CCOc1cc(C)c(Cl)cc1S(=O)(=O)NCc1ccco1,24.1,-6.7
Cc1cc(C)c2cc(CN(CCO)Cc3nnnn3Cc3ccc(F)cc3)c(=O)[nH]c2c1,-22.1,5.8
COc1ccc2nc(SCC(=O)Nc3ccccc3C#N)[nH]c2c1,-9.8,-0.8
Cc1ccc(-c2csc3nnc(SCC(=O)NCc4ccc5c(c4)OCO5)n23)cc1,-10.2,1.0
N#CCCN(CC(=O)O)S(=O)(=O)c1ccccc1,7.4,1.2
Cc1cc(-c2ccccc2)c2c3c(c(-c4ccccc4)n2n1)c(=O)n(C)c(=O)n3C,-17.1,-5.0
C/C(=N\OC(=O)NC(C)C)c1sc(-c2ccc(Cl)cc2)nc1C,-2.7,-4.9
CCCCCNC(=O)C1CC=CCC1C(=O)O (configuration not stated),2.3,-1.3
Cc1c(N=Cc2ccc(-c3ccc(Cl)cc3)o2)c(=O)n(-c2ccccc2)n1C,-4.8,2.5
O=C1CC(c2ccc3c(c2)OCO3)C2=C(CCCC2=O)N1 (configuration not stated),1.6,-11.3
COc1ccc(NC(=O)c2ccc(CN(c3cc(Cl)ccc3C)S(=O)(=O)c3ccccc3)cc2)cc1OC,-11.9,-1.5
C/C=C/Cn1c(SCc2ccc(Cl)cc2)nc2c1c(=O)[nH]c(=O)n2C,?,-6.9
CCCCN(CCCC)c1nc(OC)nc(-n2nnc(C(C)=O)c2C)n1,-0.7,6.6
CCOc1ccc2nc(N3CCC(C(=O)N4CCN(c5ccccn5)CC4)CC3)sc2c1,3.7,0.3
COCCNC(=O)C(=O)Nc1ccc(Br)cc1,0.6,-0.1
CN(CC(=O)Nc1ccc(C#N)cc1)Cc1ccc(Cl)cc1,27.1,-4.6
O=[N+]([O-])c1ccc(N2CCCC2)cc1N1CCCC1,2.0,5.0
COc1ccc(Cl)cc1S(=O)(=O)N1CCCC(C(=O)NCC(N)=O)C1 (configuration not stated),22.7,-2.9
COC(=O)CSc1nnc(CNS(=O)(=O)c2ccc(Cl)cc2)n1C,-13.6,-3.0
CC(=O)Nc1nc(-c2ccc(Br)s2)cs1,-5.4,-2.0
CCN1C(=O)/C(=C/c2ccc(C)s2)NC1=S,6.5,0.4
CCN1C(=O)N(CC)C2C1N(C(C)=O)C(=O)N2C(C)=O (configuration not stated),-1.8,-5.7
O=C(O)CCCC(=O)Nc1ccccc1Br,3.5,-0.9
O=c1c2cc(Cl)ccc2oc2nc3n(c(=O)c12)CCCS3,-21.2,4.1
O=S(=O)(NCc1cccnc1)c1ccccc1,13.7,7.2
C=CC(=O)N1c2ccccc2Sc2ccc(NC(=O)OCC)cc21,-6.1,3.2
CN1CCN(NC(=O)c2ccc(Cl)c([N+](=O)[O-])c2)CC1,10.1,2.9
O=C(Nc1ccon1)c1cccc(S(=O)(=O)N2CCCC2)c1,-4.7,-1.9
O=C1CC(N2CCN(c3ccccc3Cl)CC2)C(=O)N1c1ccccc1 (configuration not stated),2.0,4.5
Cc1ccc(C(=O)NCCc2ccccc2)cc1N1CCCC1=O,-8.6,0.2
COc1ccccc1NC(=O)Cc1nn(C)c(=O)c2ccccc12,3.2,3.3
O=C(Nc1cccc(C(F)(F)F)c1)c1c(O)c2ccccc2[nH]c1=O,-4.7,2.7
CN(C)C(=O)c1snnc1-c1ccccc1,-10.5,-7.7
CCCCC(=O)NC(=S)NNC(=O)CC#N,4.6,4.9
O=C(CCc1ccccc1)NNC(=O)C12CC3CC(CC(C3)C1)C2,6.9,-2.3
COc1ccccc1CN1C(=O)CNC1=S,12.1,5.3
Cc1ccnc(N2CCN(C(=O)CSc3nc4ccccc4nc3N3CCCCC3)CC2)c1,-12.1,4.2
CS(=O)(=O)NCCSCc1c(F)cccc1Cl,2.3,3.0
CC(C)NC(=O)C1CCCN(S(=O)(=O)c2cccs2)C1 (configuration not stated),14.2,-2.2
COC(=O)c1cccc(CSc2nnc(-c3ccco3)n2-c2ccccc2)c1,-9.8,-8.1
Cc1cc2c(=O)n(Cc3ccco3)c(SCC(=O)c3ccc(Cl)s3)nc2s1,6.7,-1.4
OC(COCC1COc2ccccc2O1)CN1CCN(c2ccccc2F)CC1 (configuration not stated),-1.8,-3.4
CC(=O)Nc1sc(C)c(C)c1CN1CCN(S(=O)(=O)c2ccccc2)CC1,8.5,-3.4
CCn1c(=N)n(CC(O)c2ccccc2)c2ccccc21 (configuration not stated),11.2,3.6

# (list continues)
SMILES,PGC1a acetyl inh,PglD DTNB
CCCNC(=O)NC1C(NC(=O)NCCC)N(C)C(=O)N1C (configuration not stated),0.9,0.4
CCc1nnc(SCC(=O)Nc2ccc(C(C)=O)cc2)nc1CC,13.7,5.9
Cc1nn(-c2ccccc2)c2c1C1(C(=O)Nc3ccccc31)N1C(=N2)Sc2ccccc21 (configuration not stated),-27.8,1.8
COC(=O)c1[nH]c2ccc(C)cc2c1NC(=O)Nc1ccccc1OC,-7.2,-10.6
COC(=O)CCC(=O)Nc1cccc(Cl)c1,-0.5,3.0

# Screening data from PubChem BioAssay.
